# LEDGF integ inh: blocks HIV-1 LEDGF/p75-dependent DNA integration; inhibition, % at 3.7 µM; AID 743269; TR-FRET IN-LEDGF/p75 DNA integration, Eu/Cy5; 370,000 compounds, 0.64% hits;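 active means inhibition above the screen-wide mean plus 3 SD, cut at about 13% in these data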;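 further: signal is the Cy5 over europium emission ratio at 671 and 618 nm; 0% = plate median of compound wells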
# TDP2 inh: blocks human TDP2 phosphodiesterase activity; O95551; recombinant TDP2, T5PNP hydrolysis, p-nitrophenol absorbance 415 nm; inhibition, % at 12.8 µM; 370,000 compounds, 0.34% hits; AID 720702;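 active means inhibition above the mean of all tested compounds plus 3 SD, set per campaign, cut at about 25% in these data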;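 further: 0% = DMSO with enzyme and 100% = buffer with substrate but no TDP2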
#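 System – recombinant human TDP2 · Amount – 120 nM TDP2 per well · Buffer or medium – Mg2+-containing Tris-HCl buffer, pH 7.5 · Reagent – T5PNP substrate, 5 mM · Dosing – 12.8 µM single point, 1% DMSO · Incubation – 2 h at 37 °C · Measured by – epi absorbance · Read-out basis – percent inhibition · Benchmarks – high control without enzyme, low control DMSO plus TDP2 · Repeats – singlicate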
# rCAG binder: binds r(CAG) RNA repeats; inhibition, % at 3 µM; AID 651821; r(CAG) RNA repeat, TO-PRO-1 dye displacement fluorescence; 370,000 compounds, 1.3% hits;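 active means inhibition above the plate cutoff, the mean of all test compounds on that plate plus 3 SD, cut at about 35% in these data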;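 further: 0% = DMSO alone and 100% = 100 µM mitoxantrone as full dye displacement; higher means more dye released from RNA so lower well fluorescence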
# TCR CD3 inh: inhibitors of human TCR-CD3 interaction; 360,000 compounds, 0.37% hits; inhibition, % at 9.4 µM; TAMRA-labeled TCR probe fluorescence, biochemical; in the data active means inhibition above about 19%;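 further: recombinant mutant TCR 2C K166C tagged with TAMRA read by polarization; 0% = receptor in buffer alone and 100% = receptor with positive control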
# HTRA1 inh: inhibitors of human serine peptidase HTRA1; Q92743; recombinant HTRA1, FP-rhodamine activity-based probe, fluorescence polarization; inhibition, % at 5.96 µM; 340,000 compounds, 0.5% hits; AID 504803; in the data active means inhibition above about 36%;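 further: 0% = enzyme with DMSO and 100% = wells lacking enzyme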
# MBD2 inh: blocks human MBD2 binding to methylated DNA; TR-FRET, MBD2 binding to methylated oligonucleotide; inhibition, % at 4.4 µM; 370,000 compounds, 0.31% hits; AID 686964; Q9UBB5; in the data active means inhibition above about 13%
# Target sequence (Q9UBB5 whole entry, looked up): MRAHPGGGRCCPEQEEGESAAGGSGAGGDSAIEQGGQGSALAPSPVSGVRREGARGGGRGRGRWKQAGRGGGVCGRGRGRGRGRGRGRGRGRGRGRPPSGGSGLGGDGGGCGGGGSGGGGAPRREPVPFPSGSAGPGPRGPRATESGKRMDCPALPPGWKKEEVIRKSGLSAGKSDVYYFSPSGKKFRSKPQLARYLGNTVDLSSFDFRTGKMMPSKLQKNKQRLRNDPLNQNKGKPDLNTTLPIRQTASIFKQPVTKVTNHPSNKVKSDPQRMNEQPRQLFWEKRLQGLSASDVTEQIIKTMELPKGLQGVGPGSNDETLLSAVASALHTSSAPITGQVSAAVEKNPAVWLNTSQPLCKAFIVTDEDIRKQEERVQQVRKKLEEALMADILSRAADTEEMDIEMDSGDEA
# NPR2 activator: GC-B (human) receptor activation; P20594; activation, % at 10 µM; AID 1920062; 370,000 compounds, 0.11% hits; HEK293-GC-B cells, CNP EC30, cGMP TR-FRET; 0% at EC30 CNP, 100% saturating CNP;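 active means activation at 10 µM reaching about 35% in either raw or pattern-adjusted values, limit read from the data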
# SIAE primary: inhibitors of human sialic acid acetylesterase SIAE; 370,000 compounds, 0.69% hits; SIAE FP-Rh probe binding, fluorescence polarization; inhibition, % at 9.66 µM; Q9HAT2;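 active means inhibition above a cutoff: mean of compounds within the control limits plus 3 SD of those, cut at about 17% in these data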;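 further: 0% = plate median of compound wells and 100% = probe without SIAE protein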
# mABHD4 FP: inhibitors of mouse ABHD4; purified mABHD4, FP-Rh probe fluorescence polarization; inhibition, % at 8.92 µM; 370,000 compounds, 0.54% hits;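 active means inhibition exceeding the mean over every tested compound plus 3 SD, cut at about 30% in these data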;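 further: 0% = plate median of compound wells and 100% = S159A mutant with DMSO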
#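 assay system = mABHD4 protein | compound dosing = single nominal dose of 8.92 µM, 0.89% DMSO final | read-out basis = percent inhibition of probe binding, normalized to plate controls | schedule = Enzyme–compound pre-incubation 45 min, then probe 60 min, both 25 °C | detection = fluorescence polarization, excitation 525 nm, emission 598 nm, BODIPY TMR filters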
# PRMT1 FP inh: PRMT1 (human) inhibition, primary screen. 370,000 compounds, 1.3% hits. recombinant PRMT1, activity-based probe fluorescence polarization. AID 652257. inhibition, % at 2.79 µM;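 active means inhibition above about 21% made by adding two undisclosed values, limit read from the data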
# Target sequence (Q99873 whole entry, looked up): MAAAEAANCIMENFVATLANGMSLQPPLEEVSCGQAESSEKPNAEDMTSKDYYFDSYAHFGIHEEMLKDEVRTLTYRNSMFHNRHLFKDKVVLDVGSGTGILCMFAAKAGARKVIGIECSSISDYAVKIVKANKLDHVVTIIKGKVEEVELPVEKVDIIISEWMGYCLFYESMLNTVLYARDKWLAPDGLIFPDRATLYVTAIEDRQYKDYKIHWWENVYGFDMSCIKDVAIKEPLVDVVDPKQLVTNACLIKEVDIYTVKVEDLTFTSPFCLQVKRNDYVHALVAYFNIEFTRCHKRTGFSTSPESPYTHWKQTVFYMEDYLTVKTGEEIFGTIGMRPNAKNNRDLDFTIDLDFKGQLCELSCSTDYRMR
# Active calls of the source: *; / = no result given.
canonical_smiles	LEDGF integ inh	TDP2 inh	rCAG binder	TCR CD3 inh	HTRA1 inh	MBD2 inh	NPR2 activator	SIAE primary	mABHD4 FP	PRMT1 FP inh
COc1ccc(S(=O)(=O)N2CCN(C(=O)c3cc(C)nc4ccccc34)CC2)cc1OC	5	-3	3	4	1	3	4	2	-1	-2
OC(c1ccccc1)(c1nc(-c2ccc(F)c(Cl)c2)cs1)C(F)(F)F (centres undefined)	-1	-1	1	3	/	1	-3	-18	-42	-1
CCc1ccc2nc(N=C(N)N)nc(C)c2c1	-4	-6	21	5	10	-10	5	0	2	-2
COc1ccccc1NC(=O)N(Cc1cc2cc(OC)c(OC)cc2[nH]c1=O)CC1CCCO1 (centres undefined)	-1	7	2	-6	2	-8	-15	4	-1	-1
CCn1c(SCc2ccc(OC)c(F)c2)nc2ccccc2c1=O	3	-1	-2	0	-36	2	4	-3	-11	-2
COC(=O)Cc1csc(Nc2ccc(Cl)cc2)n1	-4	6	-2	-1	0	2	0	14	-3	-1
NC(=O)C1CCCN(C(=O)c2ccc(-c3cccc(Cl)c3Cl)o2)C1 (centres undefined)	-4	0	-3	-1	-6	0	0	5	-3	5
O=C(Nc1cccc(C(F)(F)F)c1)C1CCN(S(=O)(=O)c2ccc(N3CCCC3=O)cc2)CC1	0	-7	6	2	-23	4	5	-17	-21	5
CCn1ccnc1C(O)c1cccc(OC)c1 (centres undefined)	4	-10	-2	3	-4	-1	-1	-5	0	-3
CCc1nc2c(OCC(=O)C(C)(C)C)cccn2c1N(C)C(=O)c1ccc(C)cc1	1	2	0	2	/	-3	3	4	8	5
CN(C)CC/C=C1\c2cc(Cl)ccc2Sc2cc(F)c(F)cc21	3	0	5	-3	-30	1	-17	-4	10	-1
CC(C)(C)NC(=O)Cn1nnc(-c2ccccc2Cl)n1	-4	5	-3	-5	4	4	0	2	-2	-1
O=C(O)COc1ccc(/C=N/NC(=O)c2cn(-c3ccccc3)nc2-c2ccccc2)cc1	-2	2	43*	-10	-41	1	1	-24	-18	4
COc1ccc(Cl)cc1C(=O)NNC(=O)CSc1nncn1C	6	2	2	1	4	2	-1	5	-6	-3
Cc1ccccc1NS(=O)(=O)c1ccc(NC(=O)c2ccco2)cc1	-1	3	4	5	-15	-3	0	-7	0	-1
COc1cccc(CNC(=O)CSc2ccc(-c3ccccn3)nn2)c1	3	2	-5	-3	4	-4	6	1	4	2
O=C(Nc1ccnn1C1CCN(Cc2ccc(F)cc2)CC1)C1CC1	-1	4	-5	0	-1	2	1	5	2	-1
O=[N+]([O-])c1cc(Br)ccc1C[n+]1ccccc1	2	-12	-3	-2	-1	3	0	0	4	-1
Cc1ccc(NC(=O)c2nc[nH]c2C(=O)Nc2ccccc2F)cc1	6	-6	5	2	-12	1	-3	-4	-3	-3
CC(C)NC(=O)c1ccccc1NC(=O)Cc1ccc(Br)cc1	-5	-7	-2	1	-4	-2	1	-6	-3	-1
O=C(NC1CCCCCCC1)C1CCCN(S(=O)(=O)c2cnc[nH]2)C1 (centres undefined)	-1	3	-1	-1	-6	3	-2	0	-2	3
CCN(CC)CCCNc1nc(CN2CCOCC2)nc2sc3c(c12)CCC3	-9	-16	-5	-3	10	2	3	-1	-1	2
O=C(NCc1cccnc1)Nc1ccc(Br)cc1	-3	-9	-2	-6	-4	-2	3	-3	-2	5
COc1cccc(CNc2ccc3c(c2)ncn3C(C)C)c1OC	0	5	1	5	8	-2	-5	10	2	-1
COc1ccccc1CCNC(=O)c1nc(-c2cccs2)no1	0	3	-5	-3	-15	0	-6	-5	-3	-1

# Ordered by formula weight (rising): some entries from above
canonical_smiles	LEDGF integ inh	TDP2 inh	rCAG binder	TCR CD3 inh	HTRA1 inh	MBD2 inh	NPR2 activator	SIAE primary	mABHD4 FP	PRMT1 FP inh
O=C(Nc1ccnn1C1CCN(Cc2ccc(F)cc2)CC1)C1CC1	-1	4	-5	0	-1	2	1	5	2	-1
Cc1ccccc1NS(=O)(=O)c1ccc(NC(=O)c2ccco2)cc1	-1	3	4	5	-15	-3	0	-7	0	-1
COc1cccc(CNC(=O)CSc2ccc(-c3ccccn3)nn2)c1	3	2	-5	-3	4	-4	6	1	4	2
NC(=O)C1CCCN(C(=O)c2ccc(-c3cccc(Cl)c3Cl)o2)C1 (centres undefined)	-4	0	-3	-1	-6	0	0	5	-3	5
OC(c1ccccc1)(c1nc(-c2ccc(F)c(Cl)c2)cs1)C(F)(F)F (centres undefined)	-1	-1	1	3	/	1	-3	-18	-42	-1
CCc1nc2c(OCC(=O)C(C)(C)C)cccn2c1N(C)C(=O)c1ccc(C)cc1	1	2	0	2	/	-3	3	4	8	5
O=C(O)COc1ccc(/C=N/NC(=O)c2cn(-c3ccccc3)nc2-c2ccccc2)cc1	-2	2	43*	-10	-41	1	1	-24	-18	4

# Other records follow:
canonical_smiles	LEDGF integ inh	TDP2 inh	rCAG binder	TCR CD3 inh	HTRA1 inh	MBD2 inh	NPR2 activator	SIAE primary	mABHD4 FP	PRMT1 FP inh
Clc1ccc(-n2ncc3c(NCc4ccccn4)ncnc32)cc1	0	-14	-2	8	-7	2	3	-5	-4	1
COc1ccc(C(C)=O)cc1CSc1nc2ccccc2c(=O)n1-c1ccccc1C	-2	-5	2	-3	-35	0	0	-13	-22	1
Cc1cc(Cl)ccc1OCCCC(=O)NNC(=O)c1ccncc1	1	1	6	-2	-5	-1	6	4	-8	-1
Nc1ccc(O)c(-c2nc3ccccc3s2)c1	-4	-6	18	5	25	-15	3	9	29	5
C/C(=N\O)C1/C(=N/O)CC2C1C2(C)C (centres undefined)	1	10	-1	-6	4	1	4	-1	2	3
COc1cc(-c2n[nH]c(=O)o2)cc(OC)c1OC	4	-2	3	-4	7	-3	-2	6	-1	1
CCOC(=O)c1nn(-c2ccc(C)c(C)c2)c(=O)c2c(N)scc12	5	15	11	-22	2	-2	7	-5	10	17
COc1ccc(-n2nc3c(c2NC(=O)COc2ccccc2)CS(=O)C3)cc1 (centres undefined)	2	-9	-4	-1	-3	-6	-4	-1	-6	-1
O=C(CS(=O)(=O)c1ccc(F)cc1)Nc1nccs1	4	4	3	1	1	-4	6	3	6	-1
C[C@H]1CN([C@@H](C)CO)C(=O)CCCn2nncc2CO[C@H]1CN(C)C(=O)Cc1ccccc1	-7	4	-1	0	1	-1	6	0	0	-1
CN(C(=O)c1ccccc1Cl)c1ccccc1C(=O)NCCc1ccccc1	0	-1	-9	-9	-2	-3	4	-2	1	6
COc1ccc(C2CC(=O)C3=C(C2)Nc2ncnn2C3c2ccccc2)cc1 (centres undefined)	1	-2	-2	5	-2	-1	-2	-2	3	1
COCc1c(C(=O)OCC(=O)c2c(N)n(CC(C)C)c(=O)n(C)c2=O)oc2ccccc12	-3	5	-5	6	-18	1	3	7	-11	-3
Cc1nc(C)c(-c2csc(Nc3ccc(C(=O)O)c(O)c3)n2)s1	8	10	9	-2	-1	8	-5	-17	-2	2
Cc1cccc(C)c1NC(=O)c1c(O)c2ccccc2[nH]c1=O	-1	5	5	2	0	-4	1	7	-1	2
CCCNC(=O)NC(=O)COc1c(F)c(F)cc(F)c1F	0	-9	-3	-11	-5	3	-4	-5	-4	1
COc1c(/C=N/Nc2ccc([N+](=O)[O-])cc2[N+](=O)[O-])c(C)nn1-c1ccccc1	1	1	-1	5	3	-1	-9	-2	1	-3
Cn1c(=O)c2c(nc(N3CCCCCC3)n2CC(O)COc2ccc(Cl)cc2)n(C)c1=O (centres undefined)	-2	-7	-3	-2	-3	0	-4	0	9	2
CC(=O)N1CC2(CC(c3ccccc3C(F)(F)F)=NO2)CN1c1ccc(Cl)cc1 (centres undefined)	-1	-3	-1	7	-11	-5	-7	1	-3	-3
CCOC(=O)C1CCCN(C(=O)c2ccc3nc(-c4ccc(OC)c(OC)c4)c(-c4ccc(OC)c(OC)c4)nc3c2)C1 (centres undefined)	0	-4	0	5	-10	1	-1	0	-4	0
CC(=O)Cn1cnc2c(cnn2-c2ccc(C)c(C)c2)c1=O	-2	13	11	2	2	-3	-5	0	9	-4
Cc1nn(-c2ccc(N3CCCCC3)nn2)c(C)c1CCC(=O)Nc1ccccc1F	5	-2	-4	5	-3	-2	-1	3	-3	0
COc1ccc(C)cc1S(=O)(=O)NNc1nc(C)cc(C)n1	2	-6	2	-3	8	-1	-2	2	-8	-2
Oc1csc(Cc2nc(-c3ccc(Br)cc3)cs2)n1	-6	3	15	7	5	2	-9	-5	24	1
Cc1cc2oc(C(=O)NCc3ccccc3)cc(=O)c2cc1C	-3	10	-4	0	-6	-1	-1	-8	1	-2

# New compounds follow:
canonical_smiles	LEDGF integ inh	TDP2 inh	rCAG binder	TCR CD3 inh	HTRA1 inh	MBD2 inh	NPR2 activator	SIAE primary	mABHD4 FP	PRMT1 FP inh
COc1cccc(-c2nc(-c3ccccn3)no2)c1OC	-1	-2	-7	-7	3	0	0	-2	6	2
N=c1c2c(-c3ccccc3)c(-c3ccccc3)n(Cc3ccccc3)c2ncn1C1CCOCC1	4	-5	4	/	/	-8	-27	5	6	1
Cc1c(Cl)c([N+](=O)[O-])nn1Cc1ccc(C(=O)N/N=C\c2cc(Cl)ccc2O)o1	-3	9	7	11	-14	-2	8	5	17	1
CCCCC(=O)Nc1ccc(C)c(O)c1	1	-11	4	-6	6	-2	0	0	-10	-2
CCOC(=O)C1(Cc2cccc(Cl)c2)CCCN(C(=O)c2cnn(CC)c2)C1 (centres undefined)	0	4	-10	-3	7	-3	0	0	-2	2

# Among those listed so far, these have an NH in an aromatic ring.
canonical_smiles	LEDGF integ inh	TDP2 inh	rCAG binder	TCR CD3 inh	HTRA1 inh	MBD2 inh	NPR2 activator	SIAE primary	mABHD4 FP	PRMT1 FP inh
COc1ccccc1NC(=O)N(Cc1cc2cc(OC)c(OC)cc2[nH]c1=O)CC1CCCO1 (centres undefined)	-1	7	2	-6	2	-8	-15	4	-1	-1
Cc1ccc(NC(=O)c2nc[nH]c2C(=O)Nc2ccccc2F)cc1	6	-6	5	2	-12	1	-3	-4	-3	-3
O=C(NC1CCCCCCC1)C1CCCN(S(=O)(=O)c2cnc[nH]2)C1 (centres undefined)	-1	3	-1	-1	-6	3	-2	0	-2	3
COc1cc(-c2n[nH]c(=O)o2)cc(OC)c1OC	4	-2	3	-4	7	-3	-2	6	-1	1
Cc1cccc(C)c1NC(=O)c1c(O)c2ccccc2[nH]c1=O	-1	5	5	2	0	-4	1	7	-1	2

# Screening results deposited in PubChem by several laboratories.

# Only part of the results is shown. The share of hits here may be higher or lower than overall.
